Screening results from PubChem.
Dyrk1A ADPGlo: rat Dyrk1A kinase inhibitors, primary screen, biochemical, single point, plate reader; inhibition, % at 12.5 µM; ADP-Glo luminescence, NFATc1 peptide; 0.43% of 310,000 active; AID 504441, 2011; Dual specificity tyrosine-phosphorylation-regulated kinase 1A (Rattus norvegicus), Q63470; in the data active = inhibition above about 50%;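 note: plate controls were vehicle with enzyme for no effect and no enzyme for full effect; many of its hits are not listed in these tables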
KCNK3 block: human KCNK3 channel inhibitors, primary screen, CHO cells, FluxOR thallium flux, B-score. Potassium channel subfamily K member 3 (Homo sapiens), O14649. B-score at 10 µM. 0.84% of 340,000 active. FluxOR fluorescence; stronger effect = lower value. AID 602410, 2012;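 active = B-score under library mean minus 4 SD, starting fluorescence ratio at most library mean plus 5 SD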;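 note: more negative B-score means stronger inhibition of thallium flux through KCNK3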
Target sequence (O14649 whole entry, looked up): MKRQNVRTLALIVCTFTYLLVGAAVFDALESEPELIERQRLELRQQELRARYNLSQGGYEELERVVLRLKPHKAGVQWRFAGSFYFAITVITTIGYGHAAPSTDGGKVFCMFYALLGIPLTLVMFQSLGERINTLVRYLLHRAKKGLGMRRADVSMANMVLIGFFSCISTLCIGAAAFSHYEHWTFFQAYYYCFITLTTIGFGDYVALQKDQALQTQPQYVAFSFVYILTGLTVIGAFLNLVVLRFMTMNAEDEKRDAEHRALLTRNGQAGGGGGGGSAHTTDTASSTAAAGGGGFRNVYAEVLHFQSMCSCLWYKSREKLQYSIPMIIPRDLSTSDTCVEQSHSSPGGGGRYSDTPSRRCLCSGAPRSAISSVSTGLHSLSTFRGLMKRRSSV
HDAC3 inhib: HDAC3 deacetylase inhibitors, primary screen, biochemical, fluorescence, cell-free homogeneous; recombinant HDAC3, fluorogenic peptide/trypsin coupled; inhibition, % at 8.3 µM; 0.15% of 320,000 active; in the data active = inhibition above about 26%, passing the limit was not always enough
GSK3A inh: blockers of GSK3A enzyme activity – biochemical, luminescence, cell-free homogeneous, HTS, primary screen; inhibition, % at 10 µM; 0.1% of 320,000 active; GSK-3 alpha kinase, ADP-Glo luminescence, 60 min; Glycogen synthase kinase-3 alpha (Homo sapiens), P49840;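 in the data active = inhibition above about 50%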;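 note: GST-tagged GSK-3 alpha with peptide substrate and 25 µM ATP; 0% = DMSO neutral wells and 100% = GW8510 positive control wells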
Target sequence (P49840 whole entry, looked up): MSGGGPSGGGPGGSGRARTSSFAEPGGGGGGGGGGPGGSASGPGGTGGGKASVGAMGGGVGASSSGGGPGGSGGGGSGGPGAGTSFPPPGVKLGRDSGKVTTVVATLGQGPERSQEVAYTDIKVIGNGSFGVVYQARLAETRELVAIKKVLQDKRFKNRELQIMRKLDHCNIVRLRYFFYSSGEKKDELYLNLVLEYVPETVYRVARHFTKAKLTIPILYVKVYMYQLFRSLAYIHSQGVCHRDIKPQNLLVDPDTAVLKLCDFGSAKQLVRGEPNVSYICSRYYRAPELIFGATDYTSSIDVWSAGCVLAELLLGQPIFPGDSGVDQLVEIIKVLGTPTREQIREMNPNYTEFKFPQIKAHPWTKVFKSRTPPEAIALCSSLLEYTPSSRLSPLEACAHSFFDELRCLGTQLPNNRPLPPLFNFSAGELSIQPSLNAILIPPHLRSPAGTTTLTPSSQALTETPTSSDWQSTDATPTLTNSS
* hit, by the source's call; i = inactive.

Start of the data: the first 15 compounds (preview)
SMILES | Dyrk1A ADPGlo | KCNK3 block | HDAC3 inhib | GSK3A inh
Cc1cc(C(=O)NNC(=O)C(CCC(N)=O)NS(=O)(=O)c2ccc(Cl)cc2)c(C)o1 (configuration not stated) | -6 | i | -1 | 0
CCN(CC(=O)NC(=O)NCc1ccccc1)CC(=O)Nc1cc(Cl)ccc1C | 1 | i | 6 | -2
CCCNC(=O)C(Cc1ccccc1F)NC(=O)c1ccc(C#N)cc1 (configuration not stated) | -2 | i | 8 | -4
O=C(C[C@H]1C/C=C\CC[C@H](Cc2ccc(F)cc2)C(=O)O[C@@H](c2ccccc2)CNC1=O)N[C@@H](CO)Cc1ccccc1 | 2 | i | 2 | 0
Cc1csc(/N=C/c2ccc([N+](=O)[O-])cc2)n1 | -9 | i | -1 | -3
Cc1ccsc1C(=O)NCCc1ccco1 | -1 | i | 7 | -1
O=C(Cc1ccc([N+](=O)[O-])cc1)Nc1cccc(C(=O)N2CCCC2)c1 | 4 | i | 6 | -1
CCc1cccc(C)c1NC(=O)CN1C(=O)NC(C)(CCC(C)C)C1=O (configuration not stated) | 0 | i | 3 | -4
C=C[C@@H]1c2ccccc2N(S(=O)(=O)c2ccc(C)cc2)[C@H](c2ccc(C(F)(F)F)cc2)C1(C#N)C#N | -5 | i | 3 | -3
Cc1cc(C)c(NC(=O)C2CC(=O)N(C3CCCC3)C2)c(C)c1 (configuration not stated) | 12 | i | -5 | 0
Cc1cccc(NC(=O)c2nc[nH]c2C(=O)N2CCC(C)CC2)c1 | -1 | i | -5 | 0
O=S(=O)(NCCNS(=O)(=O)c1c(F)cccc1F)c1ccc2c(c1)OCCO2 | 6 | i | -2 | -2
CC(C)C(=O)N1CCN(c2ccccc2NC(=O)c2ccc(Br)o2)CC1 | 38 | i | -3 | 9
CN(Cc1ccccc1)C(=O)c1[nH]cnc1C(=O)NC1CCN(C(=O)OC(C)(C)C)CC1 | -4 | i | -1 | 8
COc1cc(-c2cc(C(=O)OCC(=O)NC3CC3)c3ccccc3n2)cc(OC)c1OC | -2 | i | 7 | -2

The whole of this part, from the first entry:
SMILES | Dyrk1A ADPGlo | KCNK3 block | HDAC3 inhib | GSK3A inh
Cc1cc(C(=O)NNC(=O)C(CCC(N)=O)NS(=O)(=O)c2ccc(Cl)cc2)c(C)o1 (configuration not stated) | -6 | i | -1 | 0
CCN(CC(=O)NC(=O)NCc1ccccc1)CC(=O)Nc1cc(Cl)ccc1C | 1 | i | 6 | -2
CCCNC(=O)C(Cc1ccccc1F)NC(=O)c1ccc(C#N)cc1 (configuration not stated) | -2 | i | 8 | -4
O=C(C[C@H]1C/C=C\CC[C@H](Cc2ccc(F)cc2)C(=O)O[C@@H](c2ccccc2)CNC1=O)N[C@@H](CO)Cc1ccccc1 | 2 | i | 2 | 0
Cc1csc(/N=C/c2ccc([N+](=O)[O-])cc2)n1 | -9 | i | -1 | -3
Cc1ccsc1C(=O)NCCc1ccco1 | -1 | i | 7 | -1
O=C(Cc1ccc([N+](=O)[O-])cc1)Nc1cccc(C(=O)N2CCCC2)c1 | 4 | i | 6 | -1
CCc1cccc(C)c1NC(=O)CN1C(=O)NC(C)(CCC(C)C)C1=O (configuration not stated) | 0 | i | 3 | -4
C=C[C@@H]1c2ccccc2N(S(=O)(=O)c2ccc(C)cc2)[C@H](c2ccc(C(F)(F)F)cc2)C1(C#N)C#N | -5 | i | 3 | -3
Cc1cc(C)c(NC(=O)C2CC(=O)N(C3CCCC3)C2)c(C)c1 (configuration not stated) | 12 | i | -5 | 0
Cc1cccc(NC(=O)c2nc[nH]c2C(=O)N2CCC(C)CC2)c1 | -1 | i | -5 | 0
O=S(=O)(NCCNS(=O)(=O)c1c(F)cccc1F)c1ccc2c(c1)OCCO2 | 6 | i | -2 | -2
CC(C)C(=O)N1CCN(c2ccccc2NC(=O)c2ccc(Br)o2)CC1 | 38 | i | -3 | 9
CN(Cc1ccccc1)C(=O)c1[nH]cnc1C(=O)NC1CCN(C(=O)OC(C)(C)C)CC1 | -4 | i | -1 | 8
COc1cc(-c2cc(C(=O)OCC(=O)NC3CC3)c3ccccc3n2)cc(OC)c1OC | -2 | i | 7 | -2
NCCCCCNC(=O)c1[nH]cnc1C(=O)N[C@@H](Cc1ccccc1)C(=O)OCc1ccccc1 | 11 | i | 0 | 5
CC(=O)c1ccc(S(=O)(=O)NCCC(=O)OCC(=O)N(Cc2ccccc2)C(C)(C)C)cc1 | 0 | i | 1 | 17
Cc1ccc(NS(=O)(=O)c2ccccc2[N+](=O)[O-])cc1S(=O)(=O)N1CCCCC1 | -3 | i | 6 | -1
N#Cc1cccc(NS(=O)(=O)c2ccccc2Cl)c1 | 0 | i | 2 | 0
Cc1noc(C)c1NC(=O)N(C)C[C@H]1Oc2c(NC(=O)Nc3ccc4c(c3)OCO4)cccc2C(=O)N([C@H](C)CO)C[C@@H]1C | 2 | i | -1 | -2
CCOc1ccc([C@@H]2CC=C(C(=O)O)[C@H](c3cccc(Cl)c3)N2S(=O)(=O)c2ccc(C)cc2)cc1 | 1 | i | -8 | -5
Cc1ccc(NC(=O)CN(C)C(=O)/C=C/c2ccc3c(c2)OCO3)cc1 | 3 | i | 7 | 1
Cc1cc(Cl)ccc1OC(C)C(=O)OCC(=O)Nc1ccc2[nH]c(=O)[nH]c2c1 (configuration not stated) | -2 | i | 8 | -4
COc1ccc(CN([C@H](C)CO)S(=O)(=O)N(Cc2ccccc2)[C@H](CO)C(C)C)cc1 | 3 | i | 5 | -3
COc1ccccc1-c1oc2ccccc2c1C#CC1(O)CCCCC1 | 8 | i | 2 | -2
COc1cc(C)ccc1OCC(=O)Nc1nnc(C2CC2)s1 | 4 | i | -4 | 2
O=C(OCC(=O)N1CCOCC1)c1cc2ccccc2oc1=O | -1 | i | -1 | 0
CN1CCC[C@@H]1CCNC(=O)c1c(-c2ccc3c(c2)OCO3)noc1-c1ccsc1 | 9 | i | -1 | -1
CCCCN(C(=O)c1cc(-c2ccncc2)nc2ccccc12)c1c(N)n(CC(C)C)c(=O)[nH]c1=O | 4 | i | -3 | 0
COc1ccc(-c2csc(NC(=O)CN3C(=O)C4CC=CCC4C3=O)n2)cc1 (configuration not stated) | -2 | i | 5 | -3
O=C(CSc1ncccn1)Nc1cccc(S(=O)(=O)N2CCOCC2)c1 | -7 | i | -3 | -5
O=C(Cc1ccc([N+](=O)[O-])cc1)Nc1cccc(C(=O)N2CCCCC2)c1 | 5 | i | 11 | -3
Cc1ccc(-c2cc(C(=O)NCCCn3ccnc3)c3cc(Br)ccc3n2)o1 | -3 | i | 3 | 0
COc1ccc(-c2oc(=O)c3cc(OC)c(OC)cc3c2C(F)(F)F)cc1 | 4 | i | -3 | -1
O=C(COc1cccnc1[N+](=O)[O-])N1CCC(Cc2ccccc2)CC1 | -4 | i | 0 | 5
COc1ccc(CNC(=O)c2ccccc2SCC(=O)NCc2ccco2)cc1 | 0 | i | 2 | 1
Cc1cccc(-c2cc3nc(C)cc(N4CC(C)CC(C)C4)n3n2)c1 (configuration not stated) | -13 | i | -2 | -2
C=CCC[C@@H](Cc1ccc(F)cc1)C(=O)OC[C@@H](Cc1c[nH]c2ccccc12)NC(=O)[C@H](CC=C)CC(=O)N[C@H](CO)Cc1ccccc1 | -2 | i | 7 | 2
Cc1ccc(CN(C)C(=O)CN2C(=O)NC3(CCCC3)C2=O)o1 | 5 | i | 1 | -6
NC(=O)NO | 8 | i | -1 | -3
Cc1ccccc1OCC(=O)Nc1cccc(S(=O)(=O)NC2=NCCC2)c1 | 8 | i | -1 | -4
Cc1nc2c(-c3ccccc3)c(C)nn2c(C)c1CCC(=O)NCc1ccco1 | 6 | i | -2 | -2
O=S(=O)(Nc1ccc2c(c1)OCO2)c1ccc(F)c(F)c1 | 0 | i | 5 | 1
CS(=O)(=O)N1Cc2ccccc2CC1C(=O)OCC(=O)NCCc1ccc(S(N)(=O)=O)cc1 (configuration not stated) | -4 | i | 3 | -3
C[C@@H]1COC(=O)[C@@H](Cc2ccc(F)cc2)CC/C=C\C[C@@H](CC(=O)NCCO)C(=O)N1 | 6 | i | -3 | -2
Nc1cc(C(=O)OCC(=O)NCCC2=CCCCC2)ccc1Cl | -4 | i | 0 | -2
Cc1cc(C)cc(OCC(=O)NNC(=O)c2ccccn2)c1 | 5 | i | 1 | -2
CC1CC(=NNC(=O)C2COc3ccccc3O2)CC(C)(C)C1 (configuration not stated) | -3 | i | 1 | 0
COc1ccc(S(=O)(=O)N2CCc3ccccc32)cc1C(=O)Nc1ccc(NC(C)=O)cc1 | -6 | i | 4 | -2
CC(C)c1cccc(-c2ccc3c(c2)S(=O)(=O)c2cccc(C(=O)NCc4ccccc4Cl)c2C3=O)c1 | 7 | i | -9 | -1
CC(=O)N1CCN(C(=O)c2ccc(Cl)c(S(=O)(=O)N3CCc4ccccc43)c2)CC1 | 2 | i | 1 | -6
O=C(CSc1n[nH]c(-c2cccs2)n1)N1CCCC1 | -1 | i | 6 | -3
COc1ccc([C@H]2CC(=O)C=C(c3ccc(OC(F)(F)F)cc3)C2)cc1 | 4 | i | 4 | -3
CCOC(=O)C1CCN(C(=O)c2ccc(C)o2)CC1 | -5 | i | -6 | 0
O=C(O[C@@H]1[C@H](Cc2ccccc2)NS(=O)(=O)[C@H]2C[C@@H]3C=C[C@]12O3)c1ccccc1Br | 4 | i | -1 | -2
CCN1C(=O)[C@@H]2[C@@H](c3ccc(-c4ccccc4)cc3)N3CCC[C@@]3(C(=O)OC)[C@@H]2C1=O | 2 | i | 3 | -1
CCCc1nnc(NC(=O)Cn2c(=O)oc3cc(Br)ccc32)s1 | 6 | i | 1 | 1
COc1cccc(CN2c3ccc(Br)cc3C(=O)CS2(=O)=O)c1 | -4 | i | 0 | -2
O=C(CNC(=O)c1cccc([N+](=O)[O-])c1)OCCCC(=O)c1ccc(F)cc1 | 2 | i | -4 | -2
COC(=O)Cn1c(C(=O)N2CCCC2)cc2c1C[C@H]1CN(C(=O)c3ccccc3)[C@@](Cc3ccc(F)cc3)(C(=O)OC)[C@@H]21 | 17 | i | 8 | -1

Other results:
SMILES | Dyrk1A ADPGlo | KCNK3 block | HDAC3 inhib | GSK3A inh
C[C@H](CO)N1C[C@H](C)[C@@H](CN(C)S(=O)(=O)c2ccccc2)Oc2ccc(NC(=O)C3CCCCC3)cc2C1=O | 2 | i | 0 | -1
Cn1nc(C(=O)Nc2cccc(S(=O)(=O)N3CCCC3)c2)c2ccccc2c1=O | -2 | i | -2 | -5
CCN(Cc1nc2cc(Cl)ccc2c(=O)[nH]1)C(=O)C1CC(=O)N(c2cccc3ccccc23)C1 (configuration not stated) | 9 | i | 1 | 5
O=C1C=C(c2cc(F)ccc2F)C[C@@H](c2ccc(Cl)cc2)C1 | -1 | i | 4 | -1
N#CCSCC(=O)Nc1ccccc1 | -3 | i | -9 | -2
Cc1cccc(C(=O)NCC(=O)OCC(=O)c2ccc(C)s2)c1 | -1 | i | -4 | 2
Cc1ccc(S(=O)(=O)C2(C(=O)N3CCCCC3C)CC2)cc1 (configuration not stated) | -3 | i | -3 | 0
COc1ccc(S(=O)(=O)N2CCCCCC2)cc1C(=O)NCc1ccco1 | 5 | i | 3 | -1
CCCc1cc(=O)[nH]c(SCC(=O)N(C)CC(=O)Nc2ccc(F)cc2)n1 | -2 | i | -4 | -2
CCn1nc(C(=O)NNS(=O)(=O)c2ccc(C)cc2)c2ccccc2c1=O | -6 | i | 1 | -4
CCOc1ccc(C(=O)CCC(=O)N2CCN(S(=O)(=O)c3cccc(F)c3)CC2)cc1 | -2 | i | -9 | -3
CC[C@@H]1C/C=C\Cc2ccccc2[C@H](C(=O)C[C@H](O)CC(C)=O)OC1=O | -1 | i | 1 | -1
CCN(C[C@H]1N[C@@](CC)(C(=O)OC)[C@H]2C(=O)N(Cc3ccccc3)C(=O)[C@@H]12)S(=O)(=O)c1ccc(C(C)(C)C)cc1 | 0 | i | 6 | 0
C[C@H](CO)N1C[C@H](C)[C@H](CN(C)C(=O)Nc2cccc3ccccc23)Oc2c(NC(=O)c3ccc(-c4nccs4)cc3)cccc2C1=O | 4 | i | 6 | -1
CC(=O)N1CCN(C(=O)c2ccc(Cl)c(S(=O)(=O)N3CC(C)OC(C)C3)c2)CC1 (configuration not stated) | 1 | i | -6 | 0
C[C@@H](CSc1ccc(Br)cc1)CN1CC[C@H](O)CCC1=O | 10 | i | 3 | -2
CCOC(=O)N1CCN(S(=O)(=O)c2ccc3c(c2)C(C)C(=O)N3)CC1 (configuration not stated) | -1 | i | 3 | 1
COc1ccc2oc(=N)c(C(=O)Nc3ccccc3)cc2c1 | 7 | i | -2 | 0
COc1cc(OC)cc(C(=O)N[C@H](C(=O)OCC(=O)Nc2ccc3c(c2)OCO3)C(C)C)c1 | -4 | i | 5 | 3
Cc1ccc(S(=O)(=O)N(C)C(C)CCc2ccco2)cc1 (configuration not stated) | -1 | i | 6 | -4
CNC(=O)c1ccc(NC(=O)c2cc(S(=O)(=O)N(C)C)ccc2N2CCCC2)cc1 | 13 | i | 0 | -6

These rows are one share of the data. The share of hits here may be higher or lower than overall.
